697 NFkB inh – inhibitors of PMA/ionomycin-induced NF-kB reporter, 697 cells, primary screen, B-cell NF-kB inhibitor project, cell-based, luminescence, uHTS | 697 B-cell NF-kB luciferase reporter, 16 h | inhibition, % at 4 µM | 330,000 tested, 0.33% active | AID 435022, 2010; in the data active means inhibition above about 35%
APJ antagonist – antagonists of human apelin receptor APJ, primary screen, CHO-K1 cells, beta-arrestin complementation, luminescence. P35414. inhibition, % at 20 µM. 330,000 tested, 0.32% active. AID 2521, 2010;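 active means inhibition above about 40% at 20 µM, limit read from the data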;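 further: cells challenged with 10 nM apelin-13 agonist together with compound; plate controls were apelin-13 plus DMSO wells for no effect and DMSO wells lacking apelin-13 for full effect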
Target sequence (P35414 whole entry, looked up): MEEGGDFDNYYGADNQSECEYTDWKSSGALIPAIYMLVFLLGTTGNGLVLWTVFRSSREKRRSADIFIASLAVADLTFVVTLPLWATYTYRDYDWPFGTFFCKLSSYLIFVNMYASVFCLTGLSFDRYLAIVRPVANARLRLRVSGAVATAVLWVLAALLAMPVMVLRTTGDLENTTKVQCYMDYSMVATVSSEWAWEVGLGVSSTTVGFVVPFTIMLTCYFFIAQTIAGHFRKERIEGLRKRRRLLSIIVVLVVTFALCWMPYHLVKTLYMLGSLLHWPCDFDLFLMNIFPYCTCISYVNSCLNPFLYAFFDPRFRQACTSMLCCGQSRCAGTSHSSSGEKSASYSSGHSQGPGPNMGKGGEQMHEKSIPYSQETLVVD
Jurkat NFkB inh – inhibitors of induced NF-kB luciferase reporter, primary screen, TCR NF-kB activation inhibitor project, cell-based, luminescence, uHTS | AID 435003, 2010 | Jurkat, PMA/ionomycin-induced NF-kB luciferase reporter | inhibition, % at 4 µM | 330,000 tested, 0.53% active; in the data active means inhibition above about 50%
EBI2 antag – EBI2 receptor antagonists, beta-arrestin recruitment, primary screen, cell-based, luminescence, 7a,25-OHC stimulation, uHTS. 7a,25-OHC stimulated. G-protein coupled receptor 183 (Homo sapiens), P32249. inhibition, % at 5 µM. 360,000 tested, 0.81% active; in the data active means inhibition above about 38%;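 further: enzyme fragment complementation signal reports receptor beta-arrestin coupling in cells; 0% = agonist plus DMSO wells and 100% = wells without agonist; some results beyond the cut were filed as inactive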
CXCR6 block – CXCR6 receptor inhibitors, primary screen, cell-based, beta-arrestin, luminescence, CHO-K1 PathHunter, 1536-well; C-X-C chemokine receptor type 6 (Homo sapiens), O00574; inhibition, % at 20 µM; 360,000 tested, 0.36% active; in the data active means inhibition above about 34%, passing the limit was not always enough;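 further: antagonist mode with CXCL16 agonist at 10 nM final; 0% = 10 nM CXCL16 with DMSO and 100% = unstimulated wells without agonist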
Target sequence (O00574 whole entry, looked up): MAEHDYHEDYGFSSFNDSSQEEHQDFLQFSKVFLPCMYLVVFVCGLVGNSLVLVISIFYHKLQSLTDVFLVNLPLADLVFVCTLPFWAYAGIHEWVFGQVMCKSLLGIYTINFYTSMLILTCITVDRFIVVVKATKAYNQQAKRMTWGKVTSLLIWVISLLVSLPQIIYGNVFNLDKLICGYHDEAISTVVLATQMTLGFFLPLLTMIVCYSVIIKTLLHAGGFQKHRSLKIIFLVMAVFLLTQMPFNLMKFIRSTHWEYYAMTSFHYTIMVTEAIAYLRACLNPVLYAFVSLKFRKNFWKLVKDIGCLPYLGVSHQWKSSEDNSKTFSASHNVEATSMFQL
CCR6 antagonist – CCR6 receptor antagonists, primary screen, cell-based, CHO-K1, luminescence, beta-arrestin, uHTS | CHO-K1 CCR6 PathHunter beta-arrestin, CCL20-stimulated | AID 493098, 2011 | C-C chemokine receptor type 6 (Homo sapiens), P51684 | 340,000 tested, 0.49% active | inhibition, % at 20 µM;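 active means compounds whose inhibition of the agonist-driven luminescence signal at 20 µM reaches about 50%, limit read from the data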;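 further: cells stimulated with CCL20 at 14 nM final; plate controls were DMSO with CCL20 for no effect and DMSO without agonist for full effect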
UBC13 inh – UBC13 polyubiquitin chain formation inhibitors, primary screen, biochemical, TR-FRET, uHTS. 330,000 tested, 0.47% active. AID 485273, 2010. inhibition, % at 20 µM; in the data active means inhibition above about 45%, passing the limit was not always enough
Target sequence (P61088 whole entry, looked up): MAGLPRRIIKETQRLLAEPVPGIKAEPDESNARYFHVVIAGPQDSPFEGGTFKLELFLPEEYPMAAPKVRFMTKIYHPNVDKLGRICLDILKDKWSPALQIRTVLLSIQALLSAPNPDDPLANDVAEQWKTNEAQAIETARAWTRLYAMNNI
Gli-Sufu antag – Gli-Sufu pathway antagonists, primary screen, luciferase luminescence, Sufu-KO-LIGHT cells, uHTS | 340,000 tested, 0.74% active | inhibition, % at 5 µM | Sufu-KO-LIGHT fibroblasts, Gli luciferase reporter luminescence;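 active means inhibition above about 55%, limit read from the data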;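 further: 0% = DMSO-treated cells and 100% = wells with medium but no cells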
The depositor's hits bear a star; / = not tested or not shown.

SMILES | 697 NFkB inh | APJ antagonist | Jurkat NFkB inh | EBI2 antag | CXCR6 block | CCR6 antagonist | UBC13 inh | Gli-Sufu antag
O=[N+]([O-])c1ccccc1S(=O)(=O)Nc1cccc(-c2ccc3nncn3n2)c1 | 11 | 4 | 8 | 0 | -4 | 12 | 2 | -6
CN1CCN(CC(=O)Nc2ccccc2Oc2ccccc2)CC1 | 10 | -14 | 0 | -9 | -2 | 0 | 2 | 3
CCO[C@H]1OC(C(=O)N2CCN(C)CC2)=C[C@@H](c2ccc(C(F)(F)F)cc2)[C@@H]1CCCO | 9 | -58 | 11 | -4 | 1 | 2 | -11 | -3
CN(Cc1cnn(C)c1)C(=O)c1ccc(OC2CCN(CCc3ccccc3)CC2)cc1 | 15 | 8 | 2 | -4 | -2 | 3 | 3 | -5
CC(=O)NS(=O)(=O)c1ccc(NC(=O)c2ccc(-n3nc(C)cc3C)cc2)cc1 | 14 | 1 | -20 | 1 | -4 | 15 | 1 | 0
CCOC(=O)CSc1nnc(CNC(=O)c2cc(OCC)c(OCC)c(OCC)c2)n1C | 15 | -3 | -3 | -4 | 2 | -39 | -1 | 3
O=C(NCc1ccco1)C(c1cccs1)N(C(=O)C1COc2ccccc2O1)c1cccc(O)c1 (stereo unspecified) | -31 | 14 | 4 | 4 | -5 | 12 | -8 | -13
CC(C)C(=O)NCc1cc(-c2ccccc2)no1 | -1 | 5 | 6 | -4 | 1 | 10 | -1 | -2
COc1cc(C2N(c3ccccc3)CCN2c2ccccc2)cc(OC)c1OC | 11 | 8 | -16 | 7 | 0 | 4 | -8 | -12
O=C(CSc1nncn1-c1ccccc1F)NC1CCCCC1 | -9 | 3 | -6 | -14 | -2 | -6 | -1 | 0
O=C(COC(=O)Cc1ccccc1F)Nc1ccc(SC(F)F)cc1 | -8 | 2 | -10 | -7 | 0 | 12 | 1 | -5
O=C(Cn1nc(-c2ccccc2)ccc1=O)Nc1ccc(-n2cnnn2)cc1 | 13 | -10 | 18 | 7 | -6 | 7 | -2 | -2
Cc1ccc(O)c(C2=NOC(O)(C(F)(F)C(F)F)C2)c1 (stereo unspecified) | 3 | 1 | 11 | -3 | 3 | 18 | 12 | -4
O=C(CSc1ccccc1)N(c1ccc(Br)cc1)c1nccs1 | -5 | 16 | 0 | 37 | 16 | 22 | -8 | -5
COCCCNCCOc1ccc(C)cc1[N+](=O)[O-] | -20 | -4 | 2 | -1 | -5 | 10 | 0 | 1
O=C1C2C3C=CC(C3)C2C(=O)N1c1ncc([N+](=O)[O-])s1 (stereo unspecified) | / | / | / | -9 | -7 | 3 | / | 7
N#Cc1c(N)sc(=S)c2c1CCN(Cc1ccccc1)C2 | 24 | -13 | 12 | / | / | / | -14 | /
O=C(CCC(=O)c1ccc(Br)cc1)Nc1cccc(C(F)(F)F)c1 | 2 | 5 | 2 | 3 | 3 | -16 | 9 | -10
Cc1c(CCOC(=O)c2cc([N+](=O)[O-])ccc2Cl)sc[n+]1CCCCS(=O)(=O)[O-] | 10 | 5 | 4 | -10 | -1 | -17 | -1 | -1
CC(=O)c1sc(NC(=O)c2ccc(Cn3cc(Br)cn3)o2)nc1C | 16 | 5 | 5 | -5 | -2 | -4 | 1 | -3
Cc1ccc(S(=O)(=O)NCC(=O)N2CCN(c3ccccc3F)CC2)cc1 | 7 | 9 | 1 | -20 | -9 | 5 | -14 | 7
COc1ccc(C)c(NC(=O)C2CC(=O)NC3=C2C(=O)CCC3)c1 (stereo unspecified) | 6 | -16 | 0 | 5 | 0 | 10 | 2 | -3
CCCc1nc(-c2ccccc2O)n(-c2ccccc2)n1 | -23 | 8 | -12 | -3 | 1 | 2 | -3 | 1
Cc1ccc(C(=O)NCC(=O)NC23CC4CC(CC(C4)C2)C3)cc1 | -21 | -4 | -51 | 14 | 6 | 4 | 4 | -3
CCCCc1cc(=O)oc2cc(OCC(=O)Nc3cccnc3)c(Cl)cc12 | -5 | 23 | 6 | 6 | -11 | 17 | 8 | -6
COc1cccc2cc(C(=O)NC(C)c3ccccc3)c(=O)oc12 (stereo unspecified) | 3 | 9 | -8 | -5 | 1 | 20 | 5 | 28
Cc1ccc(/C=N/NC(=O)CSc2nc3nc(C)cc(C)n3n2)cc1 | 1 | 17 | -2 | -6 | -11 | 1 | -2 | 12
CC1CC(C)(C)N(C(=O)CN2C(=O)CCC2=O)c2ccccc21 (stereo unspecified) | 7 | 3 | 1 | -6 | -3 | 4 | 2 | 7
COCCNc1c(-c2ccc(OC)cc2)nc2ccc(Cl)cn12 | -35 | -6 | -43 | 1 | -4 | 14 | -11 | -12
COc1ccc(N/C=C(\[N+](=O)[O-])S(=O)(=O)c2ccccc2)cc1 | -1 | 5 | -2 | 1 | -4 | 9 | -2 | -10
COc1ccc2[nH]c(C(=O)O)c(NC(=O)c3cc(OC)c(OC)c(OC)c3)c2c1 | 10 | 15 | -3 | -8 | 3 | 15 | -6 | 7
CC(=O)Nc1cccc(NC(=O)CSc2nccn2Cc2ccco2)c1 | -33 | 6 | -13 | -4 | -3 | 10 | -1 | -7
CCC(C)Sc1nnc(-c2c[nH]c3ccccc23)n1CCOC (stereo unspecified) | 6 | 17 | 12 | -12 | 9 | -9 | 15 | 0
COc1ccccc1-c1ccc(SCc2cccc(F)c2)nn1 | -40 | 12 | -6 | 14 | 1 | 12 | 1 | -13
COc1ccccc1NC(=O)Nc1nnc(CC(=O)Nc2cccc(C)c2)s1 | 19 | 12 | -1 | 1 | 3 | -3 | 5 | -44
CN(CCC#N)C(=S)NC(=O)c1ccc(S(=O)(=O)N2CCOCC2)cc1 | 11 | -42 | 4 | -1 | 4 | 2 | -5 | 1
CCCCSc1nnc([C@@H](NC(=O)OC(C)(C)C)C(C)C)o1 | 7 | 4 | 3 | -3 | 0 | 5 | 7 | -7
Fc1ccc(/C=N/Nc2nc(-c3cccnc3)nc3ccccc23)cc1 | -23 | 3 | 4 | -9 | 3 | 5 | 8 | -20
COc1ccccc1OCCn1cc(C(=O)O)c2ccccc21 | 10 | 23 | -7 | -1 | 6 | 5 | 1 | -4
CN1C(=O)c2ccccc2N(C)C1c1ccc(F)cc1 (stereo unspecified) | 8 | -12 | -3 | -1 | -1 | -1 | 13 | 22
O=C(CCCc1nc2ccccc2s1)NC1CCOC1=O (stereo unspecified) | 7 | 14 | -2 | -11 | 1 | 3 | 3 | 15
CCCCc1c(C)[nH]c(C(=O)OCC)c1C | 4 | -14 | -3 | -1 | 0 | -10 | 5 | 7
CCNC(=S)N(Cc1cc2cc(C)ccc2[nH]c1=O)C1CCCC1 | 9 | 11 | -2 | 0 | 1 | 1 | 8 | 6
CCN1C(=O)CC(c2ccco2)Sc2ccccc21 (stereo unspecified) | 31 | 27 | -2 | -4 | 1 | -24 | 1 | 6
O=C(Cc1coc(-c2ccc(F)cc2)n1)NC1CCCCC1 | -6 | 60* | 15 | 1 | 1 | 5 | -7 | -17
CN(CC1CCCN(CCc2ccc(Cl)cc2)C1)C(=O)c1ccoc1 (stereo unspecified) | -2 | 8 | -15 | -2 | 7 | 1 | 3 | 19
Cc1ccc(NC(=O)Cn2nc(C)c3ccccc3c2=O)cc1 | 5 | 6 | -11 | 9 | 0 | 27 | 0 | -6
COC(=O)c1cc2ccc(OC)c(OC)c2c(=O)s1 | -8 | 3 | -3 | 3 | 12 | -3 | -5 | 0
CCC(C)[C@H](N)c1nnc(SCC(=O)Nc2ccc(C)cc2C)o1 (stereo partly specified) | -2 | 15 | 17 | -6 | 0 | 2 | 8 | -2
c1csc(CNc2ccc3c(c2)OCCO3)c1 | / | / | / | 0 | -10 | 20 | / | 43

Some of the entries so far, with each value named.
mol: O=C(Cc1coc(-c2ccc(F)cc2)n1)NC1CCCCC1
  697 NFkB inh: -6 | APJ antagonist: 60* | Jurkat NFkB inh: 15 | EBI2 antag: 1 | CXCR6 block: 1 | CCR6 antagonist: 5 | UBC13 inh: -7 | Gli-Sufu antag: -17

mol: CN(CC1CCCN(CCc2ccc(Cl)cc2)C1)C(=O)c1ccoc1 (stereo unspecified)
  697 NFkB inh: -2 | APJ antagonist: 8 | Jurkat NFkB inh: -15 | EBI2 antag: -2 | CXCR6 block: 7 | CCR6 antagonist: 1 | UBC13 inh: 3 | Gli-Sufu antag: 19

mol: Cc1ccc(NC(=O)Cn2nc(C)c3ccccc3c2=O)cc1
  697 NFkB inh: 5 | APJ antagonist: 6 | Jurkat NFkB inh: -11 | EBI2 antag: 9 | CXCR6 block: 0 | CCR6 antagonist: 27 | UBC13 inh: 0 | Gli-Sufu antag: -6

Later entries:
SMILES | 697 NFkB inh | APJ antagonist | Jurkat NFkB inh | EBI2 antag | CXCR6 block | CCR6 antagonist | UBC13 inh | Gli-Sufu antag
COC(=O)c1ccc(Cn2nc(C)c(Cl)c2C)o1 | -33 | 8 | -10 | -1 | -22 | 5 | -1 | 1
CCCC(C)NC(=O)CN(c1ccc2c(c1)OCCO2)S(=O)(=O)c1ccccc1 (stereo unspecified) | 0 | 13 | -6 | -16 | -9 | 9 | 4 | -15
COc1cc(OC)cc(-c2nnc(NC(=O)CCS(=O)(=O)c3ccc(F)cc3)o2)c1 | 14 | 2 | -9 | -2 | -3 | 10 | -3 | 1
Cc1c(N2C(=O)CSC2=S)c(=O)n(-c2ccccc2)n1C | 16 | -3 | 16 | -1 | 6 | 3 | 0 | 2
OCc1nc2ccccc2n1CCCOc1ccc(Br)cc1 | -13 | 5 | -12 | 0 | -1 | 11 | 2 | -31
O=C(c1ccccc1C(=O)N1CCN(c2ccccc2)CC1)N1CCN(c2ccccc2)CC1 | 9 | -1 | 6 | 11 | 2 | 10 | 3 | -19
CC1(C)C(=O)OC(c2ccccc2)C(C)(C)C1=O (stereo unspecified) | 8 | -8 | 10 | 4 | -4 | -7 | 0 | -18
O=[N+]([O-])c1cccc(-c2nnc(-c3ccccc3F)o2)c1 | -84 | 8 | -95 | -5 | -13 | -4 | 6 | -68
COc1ccc(-c2cnc(NCc3cc4c(cc3[N+](=O)[O-])OCO4)n2C)cc1 | -15 | -7 | 4 | -2 | -3 | -4 | 8 | 5
O=C(COc1cccc(C(F)(F)F)c1)NNC(=O)Cc1ccc(S(=O)(=O)N2CCOCC2)s1 | 13 | 6 | 15 | 5 | -3 | 2 | 9 | -2
COc1ccc(C(C)=O)cc1CSc1nnc(-c2ccncc2)o1 | -19 | 4 | -1 | 5 | -1 | 5 | -2 | -5
N#Cc1ccsc1NC(=O)c1ccccn1 | 0 | -3 | -10 | 1 | 11 | 7 | -19 | -2
CCN(CC)S(=O)(=O)c1ccc(N(C)Cc2ccc(C(F)(F)F)cc2)nc1 | -3 | 9 | 13 | 16 | -3 | 31 | -2 | 18
COc1ccc(/C=C/c2c([N+](=O)[O-])c(=O)n(C)c(=O)n2C)c(OC)c1 | -3 | 10 | 4 | -10 | 3 | 2 | 5 | 11
CCCN(C(=O)c1cccc(S(=O)(=O)N2CCCc3ccccc32)c1)C1CCS(=O)(=O)C1 (stereo unspecified) | 9 | 5 | -14 | -5 | 8 | 11 | 9 | -2
CCOC(=O)C1CCN(C(=O)c2cc(S(=O)(=O)N(C)C)ccc2N2CCCC2)CC1 | 12 | 11 | -2 | 3 | 2 | 14 | -6 | -4
O=C(NCCc1c[nH]c2ccc(Cl)cc12)c1cccnc1 | -20 | -5 | -2 | 7 | -5 | 3 | 7 | /
Cc1cc(=O)n(-c2ccccc2Cl)[nH]1 | 4 | 8 | 8 | -6 | 4 | -4 | 15 | 38
Cc1cc(NCCCn2ccnc2)n2ncc(-c3ccc(Cl)cc3)c2n1 | -168 | -11 | -215 | 45* | -6 | -4 | 19 | -17
Cc1cc(C)cc(C(=O)N2CCC3(CC2)NCCc2[nH]cnc23)c1 | -13 | -3 | -5 | -3 | 5 | 9 | -4 | 2
O=C(COc1coc(CN2CCc3ccccc3C2)cc1=O)Nc1ccc(Cl)cc1 | 6 | -41 | 5 | -10 | 5 | 18 | 0 | 2

Compound activity (PubChem BioAssay)
